# MBD2 DNA inh = inhibitors of human MBD2 binding to methylated oligonucleotide | Q9UBB5 | TR-FRET | inhibition, % at 4.4 µM | 370,000 tested, 0.31% active | AID 686964; in the data active means inhibition above about 13%
# Target sequence (Q9UBB5 whole entry, looked up): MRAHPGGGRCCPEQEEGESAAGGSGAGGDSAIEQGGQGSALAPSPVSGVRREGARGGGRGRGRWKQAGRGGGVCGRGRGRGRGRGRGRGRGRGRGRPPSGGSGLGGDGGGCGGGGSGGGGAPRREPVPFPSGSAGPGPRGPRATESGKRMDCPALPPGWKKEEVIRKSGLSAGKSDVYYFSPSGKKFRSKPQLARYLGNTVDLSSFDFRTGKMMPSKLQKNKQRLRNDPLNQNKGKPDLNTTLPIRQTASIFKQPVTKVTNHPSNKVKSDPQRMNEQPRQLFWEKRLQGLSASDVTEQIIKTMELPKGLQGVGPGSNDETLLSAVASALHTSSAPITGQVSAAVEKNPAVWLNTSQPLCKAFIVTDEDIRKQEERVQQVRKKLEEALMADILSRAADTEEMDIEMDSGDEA
# SMARCA2 act = increases SMARCA2 function in MMTV reporter cells. activation, % at 9.1 µM. AID 652017. MG213 cells, MMTV-luciferase reporter, dexamethasone, overnight. 370,000 tested, 1% active; in the data active means activation above about 7.8%;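 further: 0% = vehicle wells and 100% = reference activator wells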
# hcDAF-12 act = activators of H. contortus DAF-12 nuclear receptor; HEK293 hcDAF-12 lit1-tk-luc reporter, luminescence; 0% DMSO, 100% Δ7-dafachronic acid; activation, % at 6.8 µM; 370,000 tested, 1.4% active; AID 652067;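 active means activation above the mean of all tested compounds plus 3 SD, cut at about 5.5% in these data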;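 further: 100% = response to 3 µM Δ7-dafachronic acid high control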
# PLCg1 inh = inhibitors of human phospholipase C gamma1. purified PLC-gamma1, fluorogenic substrate, fluorescence. P19174. inhibition, % at 12.2 µM. 370,000 tested, 0.84% active; in the data active means inhibition above about 9.5%
# PLC-beta3 inh = inhibitors of human phospholipase C beta3. Q01970. 370,000 tested, 0.18% active. AID 720704. inhibition, % at 12.2 µM. Purified PLC-beta3, fluorogenic substrate, fluorescence; in the data active means inhibition above about 11%;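 further: 0% = median of compound wells on plate and 100% = full blocker control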
# hgDAF12 agonist = hgDAF-12 agonism, primary luciferase screen; 370,000 tested, 1.8% active; HEK293 GAL4-hgDAF12 UAS-luciferase reporter, agonist luminescence; normalized to butyrate control; activation, % at 6.8 µM; AID 687014;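 active means activation above a cutoff set at the mean of all screened compounds plus 3 SD, cut at about 10% in these data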;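 further: 0% = DMSO wells and 100% = sodium butyrate wells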
# ADAM17 inh = inhibits human ADAM17; recombinant ADAM17, EDANS/DABCYL FRET peptide cleavage; 370,000 tested, 0.83% active; P78536; inhibition, % at 6.95 µM; AID 720648;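 active means inhibition above the mean of compounds lying between control limits plus 3 SD, set per campaign, cut at about 8.5% in these data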;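 further: 0% = DMSO-only wells as the low control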
# Target sequence (P78536 215-824 limits assumed): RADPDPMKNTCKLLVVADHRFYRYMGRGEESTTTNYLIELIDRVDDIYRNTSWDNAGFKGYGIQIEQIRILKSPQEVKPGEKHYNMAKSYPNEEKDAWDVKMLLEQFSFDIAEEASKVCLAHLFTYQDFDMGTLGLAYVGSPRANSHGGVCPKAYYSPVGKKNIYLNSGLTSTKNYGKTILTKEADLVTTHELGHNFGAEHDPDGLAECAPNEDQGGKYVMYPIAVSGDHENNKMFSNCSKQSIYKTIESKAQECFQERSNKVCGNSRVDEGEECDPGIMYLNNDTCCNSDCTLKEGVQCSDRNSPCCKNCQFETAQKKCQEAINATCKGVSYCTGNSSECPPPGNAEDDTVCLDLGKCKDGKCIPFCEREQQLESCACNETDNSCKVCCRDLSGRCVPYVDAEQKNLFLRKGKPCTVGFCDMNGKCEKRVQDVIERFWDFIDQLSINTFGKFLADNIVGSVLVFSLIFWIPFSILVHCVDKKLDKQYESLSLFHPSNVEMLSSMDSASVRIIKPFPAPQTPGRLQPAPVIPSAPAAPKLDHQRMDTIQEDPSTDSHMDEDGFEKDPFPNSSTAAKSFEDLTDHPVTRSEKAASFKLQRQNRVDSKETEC
# ssDAF12 agonist = activates DAF-12 receptor from parasite S. stercoralis; 370,000 tested, 1% active; AID 652126; activation, % at 6.8 µM; HEK293 ssDAF-12/GRIP1 lit1-tk-luc reporter, luminescence; % of 3 µM dafachronic acid response;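 active means activation above the mean over all tested compounds plus 3 SD, cut at about 0.9% in these data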;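 further: 0% = DMSO-only wells and 100% = 3 µM delta7-dafachronic acid wells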
# DAX1 inh-1 = inhibitors of DAX1 repression of SF-1 activated StAR promoter | HEK293T StAR-luciferase reporter, SF-1/DAX-1 repression relief | inhibition, % at 6.8 µM | 370,000 tested, 1.1% active | AID 652010;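 active means inhibition above the mean over all tested compounds plus 3 SD, cut at about 3.6% in these data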;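 further: 0% = DAX-1 cells with DMSO and 100% = cells lacking DAX-1 with DMSO; higher inhibition means more luminescence from relief of DAX-1 repression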
# DAX1 inh-2 = NR0B1 (DAX1) inhibition; HEK293 Gal4-DAX1 luciferase reporter, luminescence; inhibition, % at 6.75 µM; 340,000 tested, 0.99% active; AID 504766;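 active means inhibition above the mean over all tested compounds plus 3 SD, cut at about 4.2% in these data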;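 further: 0% = DAX1-transfected cells with DMSO and 100% = empty-vector control cells with DMSO; inhibition shows as a rise in luminescence from relieved DAX1 repression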
# NR1D1 modulator = modulators of human Rev-erb alpha DNA binding; AID 1259318; 370,000 tested, 0.79% active; P20393; Rev-erbα–FITC-DNA binding, fluorescence polarization, 90 min; activity, % at 10 µM;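 active means activity above about 14%, limit read from the data; passing the limit was not always enough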;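 further: 0% = DMSO wells with 35 nM protein and 100% = DMSO wells with 750 nM protein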
# * marks the source's active call; other numbers are inactive results; i = inactive; . = no result given. Random draw from the library (roughly 7.4% active in at least one column).
SMILES,MBD2 DNA inh,SMARCA2 act,hcDAF-12 act,PLCg1 inh,PLC-beta3 inh,hgDAF12 agonist,ADAM17 inh,ssDAF12 agonist,DAX1 inh-1,DAX1 inh-2,NR1D1 modulator
CCc1ccccc1NS(=O)(=O)c1ccc2c(c1)NC(=O)CC(=O)N2,5,-3,-1.9,1,2,0.7,-2,-0.8,0.2,-0.7,2
COc1ccccc1N1CCN(C(=O)CSc2nc(C)cc(=O)[nH]2)CC1,-4,1,-0.6,3,1,-0.7,-3,-0.8,0.4,-0.1,-1
COc1ccc(CCNC(=O)CCC(=O)N2CC(C)Oc3ccccc32)cc1OC (stereo not given),-1,1,1.9,0,-1,0.8,-4,-1.3,0.7,-0.7,-2
O=C(Nc1cc(Cl)cc(Cl)c1)N1CCN(C(=O)C2CCCO2)CC1 (stereo not given),5,-3,-1.8,0,-3,-2.3,-2,-0.8,0.0,-0.2,3
Cc1ccc(S(=O)(=O)Nc2ccccc2N(C)S(=O)(=O)c2ccc(C)cc2)cc1,4,-2,-2.6,2,2,-2.4,1,-1.7,-0.8,-1.3,3
CSCCC(NS(=O)(=O)c1ccc2c(c1)c(=O)n(C)c(=O)n2C)C(=O)NC1CCN(Cc2ccccc2)CC1 (stereo not given),6,-6,-1.6,0,-6,4.8,1,-1.6,0.1,-0.1,-2
CCCC12CN3CCN(CC(C3)/C1=N\NC(=O)c1ccccc1Cl)C2,2,2,0.5,-1,0,-0.1,0,-1.1,0.5,-0.2,3
CC(N)c1csc(Nc2nncc3ccccc23)n1 (stereo not given),5,-6,3.0,-37,-45,3.8,-10,-0.7,0.4,.,-7
CCn1cc(C(=O)NC2CCCCC2)c(=O)c2cc(S(=O)(=O)N(C)C)ccc21,-3,0,0.4,3,6,3.0,5,-0.6,-0.1,0.2,2
Cc1ccc(C(=O)NCc2ccc(Cl)cc2)o1,2,2,-2.1,-2,1,-0.9,-4,-0.8,0.0,-1.2,-5
Cn1c(/C=C/c2ccc(Br)cc2)nc2ccccc2c1=O,0,3,1.8,-10,-8,3.9,0,-1.0,0.7,0.6,14
O=C(/C=C/c1ccc(Cl)cc1)Nc1nccs1,4,2,8.6*,-4,-4,24*,-6,0.8,11*,0.5,-13
COCCN1C(=O)CCC1(C)c1nnnn1-c1ccc2ccccc2c1 (stereo not given),2,2,-2.7,2,-1,-0.8,-1,-0.8,-0.6,.,-6
Oc1ccccc1C1CCCCC1c1ccccc1 (stereo not given),6,0,-1.8,0,1,2.6,5,-1.3,-0.1,-1.1,-3
O=C1NC(=O)C2(CCCc3ccc([N+](=O)[O-])cc32)N1 (stereo not given),-2,5,-0.5,3,4,-0.1,-3,-1.4,-0.6,-0.5,-1
O=C(O)c1ccc(-n2nncc2-c2ccccc2)cc1,-2,0,-0.1,-1,-8,1.7,-6,-1.1,-0.1,0.1,5
Cc1ccc2nc(N3CCN(C(=O)c4ccc(F)cc4)CC3)c(C#N)cc2c1,3,-4,0.8,-123,-162,-1.2,-79,-1.0,-0.7,0.2,-1
CCOc1ccc(Nc2cc(C)c3ccccc3n2)cc1,-8,0,1.0,-53,-76,3.6,-9,-1.1,1.1,0.7,2
CCCCNC(=S)Nc1cc(S(=O)(=O)N2CCCCC2)ccc1C,0,-2,-1.6,2,-4,-2.3,-1,-1.8,0.0,1.0,4
CCOc1cccc2cc(C(N)=O)c(=NCc3ccccc3)oc12,2,2,-2.2,-17,-21,-0.6,-2,-1.3,-0.2,-0.4,48*
NC(=O)CN1C(=O)C2CCCCN2C(=O)c2ccccc21 (stereo not given),-4,-8,-2.5,-4,-1,-0.7,-5,-1.0,0.1,0.2,-4
CC(=O)NC(Cc1cc(C)ccc1C)C(=O)N1CCN(C(=O)c2ccc([N+](=O)[O-])cc2)CC1 (stereo not given),-1,-1,-1.3,1,-4,0.3,-1,-1.5,-0.1,0.1,4
Clc1cccc(Cl)c1/C=N\Nc1nccs1,2,0,1.4,-14,-17,2.4,-3,-0.3,-0.4,0.6,0
CC(=O)c1ccc(OCC(C)C)c(Cc2c(O)nc(N)[nH]c2=O)c1,-4,-4,-0.5,1,-1,-1.7,-3,-1.5,-0.3,-0.7,-3
CCOc1ccc(CCNC(=O)Cc2ccc(NC3=NC4CS(=O)(=O)CC4S3)cc2)cc1 (stereo not given),-3,2,-0.9,2,0,-1.4,-2,-0.8,-0.5,0.9,-3
CCCC[n+]1ccc(-c2nc3ccc([N+](=O)[O-])cc3[nH]2)cc1,-8,6,4.0,-3,-5,6.7,-3,-1.0,0.7,1.0,-4
CSc1nc(N)nc(N(C)C)n1,0,2,1.3,4,-8,-0.1,3,-2.6,0.1,0.7,-3
O=C(N/N=C/c1ccc(O)cc1O)c1ccc(CN2C(=O)c3cccc4cccc2c34)cc1,4,-5,-5.0,i,i,-14,-15,-2.0,-3.6,-5.9,10
COc1ccc(S(=O)(=O)N2CCC(C(=O)N3CCCC3)CC2)cc1C,3,-1,-0.1,3,-2,0.3,-1,-0.9,-0.3,-0.9,6
O=C(CC1C[C@H](C(=O)N2CCCCC2)[C@@]2(CCc3ccccc3)c3[nH]c4ccccc4c3CCN2C1=O)NCc1ccco1 (stereo not given in full),-1,-1,-0.6,0,0,2.4,-5,-1.1,1.6,0.4,5
CCC(=O)N1N=C(c2ccc(NS(C)(=O)=O)cc2)CC1c1ccc(N(C)C)cc1 (stereo not given),-1,5,1.1,-11,-36,13*,-23,-1.4,0.5,-0.5,1
O=C(c1ccc(S(=O)(=O)Nc2ccccc2)cc1)N1CCCCCCC1,2,-2,-3.9,0,-4,-3.8,0,-1.0,-0.7,-0.2,-1
O=C(CCNC(=O)Cn1ccc2ccccc2c1=O)NCCN1CCN(c2ccccc2F)CC1,4,-2,-2.0,0,-2,-1.7,-7,-1.3,-0.8,-0.4,-3
CCOc1ccc(S(=O)(=O)N2CCCCC2)cc1NC(=O)CCc1ccc(OC)cc1,-2,-4,-0.9,5,2,1.2,3,-1.0,1.6,1.0,-1
Cc1cc(C)cc(N(CC(=O)NC2CCCCC2)C(=O)CCC(=O)Nc2cc(C)ccn2)c1,-2,1,0.9,9,3,0.8,5,-0.8,-0.4,1.3,-3
COc1ccc(-c2csc(NC(=O)c3ccco3)n2)cc1,-5,-5,1.6,-19,-21,8.6,8,-0.1,1.3,1.8,-1
O=C(Nc1c(C(=O)N2CCOCC2)cnn1-c1ccccc1)c1ccco1,0,0,1.5,-2,2,-0.5,-4,-1.3,0.0,0.8,-2
Cc1c(Nc2cc(N3CCCCCC3)c3nonc3c2[N+](=O)[O-])c(=O)n(-c2ccccc2)n1C,1,2,-0.7,0,5,1.6,-4,-0.5,-0.4,1.4,12
Cc1ccc(S(=O)(=O)NN2C(=O)/C(=C/c3ccccn3)SC2=S)cc1,-2,5,-1.2,3,-4,-0.4,2,-0.9,-0.2,0.7,-4
COc1ccc(Cl)cc1NC(=O)CN(C)CC(=O)Nc1cc(OC)c(OC)c(OC)c1,-4,-1,-3.0,1,1,3.4,2,-2.4,-1.5,-1.1,-4
O=C(COC(=O)c1ccccc1C(=O)c1ccccc1)NCc1ccc(F)cc1,-2,-1,-0.7,-1,-4,16*,-1,-1.4,0.8,0.5,-2
O=C(c1ccc(COc2ccc(F)cc2)o1)n1cc(Br)cn1,-6,-1,-1.2,-4,-6,-0.7,-1,-0.7,-0.1,-0.3,8
COc1ccccc1N1CCN(c2cc(=O)n(-c3ccc(Cl)cc3)c(=O)[nH]2)CC1,4,-4,-1.9,-4,-1,0.2,0,-1.3,0.4,-0.6,2
O=S(=O)(c1ccc(F)cc1F)N1CCN(CCO)CC1,2,-2,-0.3,7,3,3.2,-4,-1.1,-1.4,1.9,-2
COC(=O)NCCOC(=O)N(O)c1ccc(Br)cc1,1,0,1.8,0,-1,4.6,-4,-1.5,0.3,0.1,-1
O=C(COc1ccc2c(c1)OCO2)NC12CC3CC(CC(C3)C1)C2,2,0,0.2,1,1,0.1,-6,-0.8,-0.5,-0.9,0
Cc1c(CCC(=O)N2CCC(C(=O)O)CC2)c(=O)oc2cc3oc4c(c3cc12)CCCC4,-7,-6,-4.7,-74,-90,-10,-18,-2.6,-1.1,-2.0,-12
CC(CCC(=O)O)C1CCC2C3CCC4CC(O)CCC4(C)C3CC(O)C12C (stereo not given),3,-6,-1.6,-2,3,2.4,-4,-1.0,-1.3,.,-4
Cc1ccc(/C=C/C(=O)N2CCN(c3ncccn3)CC2)o1,-3,5,1.1,-10,-5,-1.3,-2,-2.1,0.0,0.0,3
Cc1nc2ccc(NC(=O)N3CCCCC3)cc2s1,3,-1,-0.4,-11,-19,5.5,-12,-0.8,0.8,2.7,0
# (cont.)
SMILES,MBD2 DNA inh,SMARCA2 act,hcDAF-12 act,PLCg1 inh,PLC-beta3 inh,hgDAF12 agonist,ADAM17 inh,ssDAF12 agonist,DAX1 inh-1,DAX1 inh-2,NR1D1 modulator
CCOc1cc(/C=N/n2cnnc2)c(Br)cc1O,8,0,0.8,-10,-9,0.3,-8,-1.5,0.6,1.6,4
CCN(C(=O)[C@@H](C1CC1)[C@@H](O)c1ccc(C(C)=O)cc1)c1ccccc1,-2,-1,-2.0,0,1,-2.4,-5,-1.3,0.0,.,-1
Cc1ccc(-c2nn(CCC#N)cc2C=C(C#N)C#N)cc1,0,0,0.6,-5,-1,4.2,-3,-1.8,0.4,2.1,.
CCOc1ccc(CCNS(=O)(=O)c2c(C)nc3scc(C)n3c2=O)cc1OCC,7,1,-2.3,-2,-11,-2.1,-2,-1.5,-0.1,-0.3,-3
CN1C(=O)C(C(=O)Nc2ccccc2F)c2ccccc21 (stereo not given),-5,0,0.1,7,3,-0.3,2,-0.7,-0.3,0.3,0
O=C(CN1C(=O)NC2(CCCC2)C1=O)N1CCN(c2ccccc2O)CC1,-3,-3,-1.5,-2,-4,-0.8,1,-1.6,-1.0,0.8,2
CC(O)(c1ccc(F)c(F)c1)c1nc(/C=C/c2ccc(C(F)(F)F)cc2)cs1 (stereo not given),-1,1,0.2,-5,-4,0.2,8,-1.2,-0.3,.,0
CCOC(=O)CSc1nc2ccccc2c(=O)n1-c1ccc(C(=O)NCCOC)cc1,2,1,-1.2,6,1,-1.2,-4,-1.1,-0.1,1.1,-3
Cc1cccc(Oc2ccccc2NC(=O)C2=COCCO2)c1,0,-1,-0.4,3,-5,-2.3,-3,-1.6,-0.2,-0.2,1
O=C(OCC(O)CN1CCCCC1)C12CC3CC(CC(C3)C1)C2 (stereo not given),-1,-3,-1.3,-1,2,2.2,0,-1.1,0.9,-0.1,0
CCOC(=O)C1CCCN(c2c(NCCCN(CC)c3cccc(C)c3)c(=O)c2=O)C1 (stereo not given),2,0,-1.2,-2,4,0.1,-1,-1.2,0.3,0.1,0
